Bioassay records as filed in PubChem.
TSHR antag: Antagonists of the Thyroid Stimulating Hormone Receptor: HTS campaign. TSHR-expressing cells, TSH-stimulated cAMP HTRF, 2 h; hits give low values. activity change, negative = inhibition, % at 11.5 µM. 330,000 tested, 0.2% active. AID 504810, 2011;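 active means activity change below a set negative limit, meaning inhibition stronger than a set level, cut at about -70% in these data; inconclusive means activity change between two set negative limits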; further: on the % scale 0 is the no-effect control and ±100 the full control effect
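Read-out is FRET at 665 nm (cryptate excitation 337 nm) from a cryptate-tagged anti-cAMP antibody, competed by cell cAMP against cAMP-d2. Compounds are tested on freshly harvested TSHR cells challenged with 4nM TSH (EC80) for 2 hours at 37 deg C.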
Mito fusion yeast: qHTS Assay for Small Molecule Inhibitors of Mitochondrial Division or Activators of Mitochondrial Fusion; S. cerevisiae fusion-defective mutant growth rescue, CellTiterGlo 48 h; Potency, µM (series often up to 46.1 µM), without a hit: at the top dose growth rescue (activation), hits mostly activators; 320,000 tested, 0.23% active; AID 485298, 2010;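 further: potency means the concentration at half of the fitted maximal effect; % of control where 0% means no effect; nearly all actives have a fitted effect of over 45% in size; temperature-sensitive fusion mutants such as fzo1-1 at 37 °C on non-fermentable ethanol glycerol medium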
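Read-out: ATP-based luminescence (CellTiterGlo, 10 min ambient) reporting growth of fusion-defective ts yeast after 48 hours at 37C on glycerol/ethanol YPEG medium in the presence of compound.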
a7 integrin act: qHTS for Activators of Integrin-Mediated Alleviation for Muscular Dystrophy | AID 624291, 2012 | 350,000 tested, 0.064% active | Potency, µM (highest dose often 38.3 µM), without a hit: at the highest dose activation, hits mostly activators | alpha7betagal myoblasts, beta-gal FDG fluorescence, 48 h;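 further: potency means the concentration at half of the fitted maximal effect; 100% = response of the positive control SU9516; nearly all actives have a fitted effect of over 60% in size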
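alpha7betagal+/- myoblasts (passage 13, 250/well) treated 48 h at 37C with compounds at 1:260 dilution of DMSO stock. Lysed, then beta-galactosidase activity read as FDG fluorescence (ex 480/em 540) after 30 min, with pre-read for autofluorescence.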
AT treatment: qHTS Assay for Identifying a Potential Treatment of Ataxia-Telangiectasia. […] A-T fibroblasts, KAP-1 phosphorylation AlphaLISA; neocarzinostatin DNA damage 30 min before lysis. Potency, µM (doses to about 57.5 µM), for the others: at the highest dose activation, most hits filed as activators. 320,000 tested, 0.19% active; further: potency means the concentration at half of the fitted maximal effect; % of control where 0% means no effect; nearly all actives have a fitted effect of over 45% in size
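ATM-like activity read as KAP-1 phosphorylation via AlphaLISA donor/acceptor antibody pairs after lysis and 6 hr at 25C. Cells were ATM-null patient fibroblasts ([…], hTERT), dosed 60 min, then exposed to the DSB inducer NCS for 30 min.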
Menin-MLL TR inh: qHTS Assay for Inhibitors Targeting the Menin-MLL Interaction in MLL Related Leukemias: Competition With Texas Red Labeled MLL-derived Mutant Peptide; O00255; Menin + Texas Red MLL mutant peptide, fluorescence polarization; Potency, µM (titrated, usually from 61.6 µM), for the others: top-dose FP activity change, negative = inhibition, actives largely listed as inhibitors; 270,000 tested, 0.23% active; active means well fitted inhibition curve with a large enough effect in the polarisation, with a control signal flat, not every such curve was filed as active; inconclusive means small, poorly fitted or top-dose-only effect, or effect the other way, or a change in a side signal; inactive means no such curve, though single readings can be large or run the other way; the % refers to the polarisation; further: potency means the concentration at half of the fitted maximal effect; % of control where 0% means no effect; many of its hits are not listed in these tables
Target sequence (O00255 whole entry, looked up): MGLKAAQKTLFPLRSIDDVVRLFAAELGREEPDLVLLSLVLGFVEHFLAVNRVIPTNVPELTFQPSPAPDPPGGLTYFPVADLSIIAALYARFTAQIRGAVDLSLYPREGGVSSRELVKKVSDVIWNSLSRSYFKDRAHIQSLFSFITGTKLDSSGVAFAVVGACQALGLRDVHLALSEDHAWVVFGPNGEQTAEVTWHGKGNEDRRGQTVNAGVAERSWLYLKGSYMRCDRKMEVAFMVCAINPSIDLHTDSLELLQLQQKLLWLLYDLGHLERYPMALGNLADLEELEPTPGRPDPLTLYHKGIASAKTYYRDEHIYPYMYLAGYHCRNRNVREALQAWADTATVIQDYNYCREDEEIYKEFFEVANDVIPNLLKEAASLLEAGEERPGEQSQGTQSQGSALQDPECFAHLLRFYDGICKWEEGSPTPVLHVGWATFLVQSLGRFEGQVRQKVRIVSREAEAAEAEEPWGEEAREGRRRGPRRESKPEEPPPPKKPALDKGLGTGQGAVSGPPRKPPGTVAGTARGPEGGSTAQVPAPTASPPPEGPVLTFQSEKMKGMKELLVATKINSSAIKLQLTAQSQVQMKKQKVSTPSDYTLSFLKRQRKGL
TCR act: Activators of T cell receptors: qHTS campaign. AID 504894, 2011. primary human leukocytes, anti-CD3, IL-2 HTRF, 48 h. Potency, µM (highest dose often 9.22 µM), without a hit: at the top dose activation of IL-2 secretion, hits mostly activators. 330,000 tested, under 10 active; further: % of control where 0% means no effect
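Compounds are tested in HTS on primary human leukocytes co-incubated with a-CD3 beads for 48 hr. IL-2 output is measured by time-resolved FRET.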
MBNL1 CUG block: qHTS Assay for Inhibitors of MBNL1-poly(CUG) RNA binding; AID 2675, 2010; Potency, µM (titrated, usually from 57.5 µM), for the others: at the highest dose activity change, negative = inhibition, hits mostly inhibitors; Muscleblind-like protein 1 (Homo sapiens), Q9NR56; TR-FRET MBNL1-His/biotin-(CUG)12 binding, 665/545 ratio; 280,000 tested, 0.036% active; active means well fitted inhibition curve with a large enough effect in the signal ratio, with a control signal flat, not every such curve was filed as active; inconclusive means small, poorly fitted or top-dose-only effect, or effect the other way, or a change in a side signal; inactive means no such curve, though single readings can be large or run the other way; the % refers to the signal ratio; further: potency means the concentration at half of the fitted maximal effect; on the % scale 0 is the no-effect control and ±100 the full control effect
Target sequence (Q9NR56 whole entry, looked up): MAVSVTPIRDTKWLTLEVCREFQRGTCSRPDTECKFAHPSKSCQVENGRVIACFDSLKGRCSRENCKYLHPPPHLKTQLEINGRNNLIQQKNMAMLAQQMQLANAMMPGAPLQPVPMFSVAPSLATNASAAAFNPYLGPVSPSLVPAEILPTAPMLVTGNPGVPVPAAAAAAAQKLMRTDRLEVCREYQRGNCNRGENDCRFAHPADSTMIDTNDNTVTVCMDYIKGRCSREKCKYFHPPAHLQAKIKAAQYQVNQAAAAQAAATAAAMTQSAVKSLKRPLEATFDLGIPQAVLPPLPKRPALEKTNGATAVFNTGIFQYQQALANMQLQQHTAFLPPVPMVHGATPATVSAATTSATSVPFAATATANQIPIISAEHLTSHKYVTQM
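TR-FRET readout: Ex 340 nm, 665/545 nm emission ratio, normalized to buffer-only (basal) and MBNL1-(CUG)12 controls. Complex of MBNL1-His with Biotin-(CUG)12, compounds 92 nM–58 uM, incubated 60 min at room temperature.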
MLL CXXC-DNA inh: qHTS Fluorescence Polarization Assay for Inhibitors of MLL CXXC domain - DNA interaction; 290,000 tested, 0.037% active; AID 2662, 2010; MLL-CXXC / FITC-HOXA9 DNA fluorescence polarization; Potency, µM (doses to about 115 µM), inactives show top-dose activity change, negative = inhibition, actives largely listed as inhibitors; Histone-lysine N-methyltransferase 2A (Homo sapiens), Q03164; active means well fitted inhibition curve with a large enough effect in the polarisation, with a control signal flat, not every such curve was filed as active; inconclusive means small, poorly fitted or top-dose-only effect, or effect the other way, or a change in a side signal; inactive means no such curve, though single readings can be large or run the other way; the % refers to the polarisation; further: potency means the concentration at half of the fitted maximal effect
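Fluorescence polarization: 7 uM MLL-CXXC (stock) preincubated 5 min with compounds, then 50 nM fluorescein-HOX-A9 DNA (stock) added; 30 min ambient. Buffer 50 mM Tris-HCl pH 7.5, 50 mM NaCl, 1 mM DTT, 0.05% BSA.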
PTAP TSG101 blk: qHTS Assay for Iinhibitors of HIV-1 Budding by Blocking the Interaction of PTAP/TSG101; Tumor susceptibility gene 101 protein (Homo sapiens), Q99816; Fluorescence polarization, FITC-PTAP peptide / Tsg101 binding; Potency, µM (series often up to 115 µM), for inactives: at the top dose activity change, negative = inhibition, actives largely listed as inhibitors; 340,000 tested, under 10 active; active means well fitted inhibition curve with a large enough effect in the main read-out, with a control signal flat, not every such curve was filed as active; inconclusive means small, poorly fitted or top-dose-only effect, or effect the other way, or a change in a side signal; inactive means no such curve, though single readings can be large or run the other way; further: potency means the concentration at half of the fitted maximal effect; % of control where 0% means no effect
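Fluorescence polarization binding of Tsg101 binding domain (10 uM final) to FITC-labeled PTAP peptide (50 nM final) in HEPES pH 7.5 buffer with NaCl, Tween 20, EDTA, TCEP. Compounds added before peptide; binding 20 min at RT.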
ASM inhibitor: Inhibitors of Secretory Acid Sphingomyelinase (S-ASM): qHTS; placental ASM, HMU-PC fluorogenic substrate, 60 min; Potency, µM (series often up to 57.5 µM), for inactives: top-dose activity change, negative = inhibition, usual class: inhibitors; 340,000 tested, 0.006% active; AID 504937, 2011; further: potency means the concentration at half of the fitted maximal effect
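Steps: dispense placental human ASM, pin compound, wait 10 min at room temperature, add HMU-PC0 substrate at 9 uM final, incubate 60 min at 37 °C, add stop solution raising pH to 10, read fluorescence.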
* = called active by the depositor; ? = inconclusive; . = not tested or not shown; [ ] = dose if it differs, or a comment. Unless noted, the call rests on the fitted dose curve; in most records, active means well fitted curve in the direction sought with a large enough effect; inconclusive means small, poorly fitted or top-dose-only effect, or another doubt; inactive means no such curve, though single readings can be large; an effect the other way counts as inactive or inconclusive. Only part of the results is shown; rates above refer to the full screens.

Value order – TSHR antag	Mito fusion yeast	a7 integrin act	AT treatment	Menin-MLL TR inh	TCR act	MBNL1 CUG block	MLL CXXC-DNA inh	PTAP TSG101 blk	ASM inhibitor
> CCN(c1ccccc1)S(=O)(=O)c1ccc(N2CCN(c3ccc(O)cc3)CC2)nc1
→ -3	.	-2%	-4%	.	0%	.	.	-7%	-8%
> CC1(C)NC(C)(C)C(O)(C(N)=O)C1=O (stereo not drawn)
→ 15	2%	-17%	-5%	.	5%	-8%	1%	-6%	1%
> O=C(COC(=O)CCc1ccc(S(=O)(=O)N2CCCCC2)cc1)Nc1ccc2c(c1)OCO2
→ -3	8%	9%	2%	3%	3%	-2%	0%	-5%	0%
> CCOC(=O)N1CCC(NC(=O)c2ccc(CS(=O)(=O)c3ccc(OC)cc3)o2)CC1
→ 3	-1%	19%	9%	2%	0%	9%	-11%	-1%	-5%
> Cc1cc(/C=C(\C#N)C(=O)NCCc2c[nH]c3ccccc23)c(C)n1C
→ -2	11%	12%	-8%	?	-1%[46.1 µM]	23%	10%	-5%	-5%
> NS(=O)(=O)c1ccc(N2CCN(CCOc3ccc(Cl)cc3)CC2)nc1
→ -1	-2%	-17%	-2%	10%	1%	-2%	4%	0%	0%
> CCOc1ccc(NCc2cccn2-c2nnc(N3CCC(C(=O)NCCCN4CC(C)CC(C)C4)CC3)s2)cc1 (stereo not drawn)
→ -7	6%	-24%	-4%	-12%	13%	1%	0%	-2%	2%
> Cc1ccc(S(=O)(=O)NCc2ccccc2C)cc1
→ -1	3%	21%	-2%	?	-2%	-6%	-8%	-2%	2%
> Cc1ccc(NC(=S)NC2CCCC2)c(C)c1
→ -6	-14%	-12%	-6%	-5%	3%	-1%	4%	4%	4%
> CCCCn1c(N)c(N(CCC(C)C)C(=O)COC(=O)/C=C/c2ccc(F)cc2)c(=O)[nH]c1=O
→ -5	.	1%	11%	.	0%[46.1 µM]	.	.	3%	7%
> O=C(CN1C(=O)NC2(CCc3ccccc32)C1=O)NCCc1ccccc1 (stereo not drawn)
→ 38	1%	29%	-8%	.	-1%	.	.	0%	5%
> CS(=O)(=O)NC1c2cccc3cccc(c23)C1Sc1nncn1/N=C/c1ccco1 (stereo not drawn)
→ -12	-5%	-27%	4%	-1%	-4%	?	-4%	-3%	-3%
> COCCn1c(SCC(=O)NC2CCCCC2)nnc1-c1ccco1
→ -3	3%	0%	0%	-10%	-7%	-6%	20%	-2%	4%
> Cc1ccccc1OCC(O)CN1CCN(CC(O)COc2ccccc2C)CC1 (stereo not drawn)
→ 8	7%	-7%	0%	?	1%	-4%	-3%	-9%	4%
> COc1ccc(/C=C2\SC(N)=NC2=O)cc1Br
→ -11	-2%	-4%	0%	?	-7%	?	36%[activator]	3%	-1%
> O=C(c1cc(C2CC2)nn1-c1ccccc1)N1CCN(c2ccccn2)CC1
→ 10	27%	11%	-15%	.	-1%	.	.	0%	-2%
> O=C(N1CCOCC1)C12CC3CC(C1)CC(C(=O)N1CCOCC1)(C3)C2
→ 19	-1%	15%	-4%	10%	3%	-2%	2%	-9%	-1%
> C/C(=N\NC(=O)C1CCCC1)c1ccc(Cl)cc1
→ 46	2%	11%	-23%	.	-8%	-5%	?	-8%	1%
> Cc1cccc(C)c1OCCN1CCCC1
→ 5	2%	-11%	-10%	-5%	2%	-4%	6%	-1%	-5%
> C=CCN1C(=O)c2ccc(C(=O)N3CCN(S(=O)(=O)c4cc(C)ccc4C)CC3)cc2C1=O
→ 4	-22%	3%	-2%	.	-9%	.	.	-1%	-5%
> C[C@H](CO)N1C[C@H](C)[C@@H](CN(C)S(=O)(=O)c2ccc(F)cc2)Oc2ccc(NC(=O)C3CC3)cc2C1=O
→ -7	.	-1%	0%	.	-2%	.	.	1%	0%
> CN(C)c1nc(N2CCOCC2)nc(N(c2ccccc2)c2ccccc2)n1
→ -3	11%	20%	5%	-11%	0%	-6%	4%	-7%	2%
> CC(NC(=O)c1ccc(Br)cc1Br)c1ccccc1 (stereo not drawn)
→ 25	0%	11%	5%	22%	-1%	?	1%	1%	-2%
> COc1cc(-c2nc(S(=O)(=O)c3ccc(Cl)cc3)c(N3CCOCC3)o2)cc(OC)c1OC
→ -32	-2%	14%	8%	-12%	3%	-2%	6%	-6%	-7%
> Cc1cccc(N2CCN(C(=O)c3ccc4c(c3)OCCO4)CC2C)c1 (stereo not drawn)
→ 8	6%	-10%	-1%	-16%	6%	-2%	-5%	1%	2%
> CCOc1ccc(N2C(=O)CC(Sc3nc(O)c(CC)c(=O)[nH]3)C2=O)cc1 (stereo not drawn)
→ .	.	7%	.	.	-3%	.	.	-2%	1%
> COc1cccc(S(=O)(=O)NCc2ccc(C(=O)Nc3ccc(Cl)cc3)cc2)c1
→ -14	-6%	10%	1%	?	-4%[46.1 µM]	-19%	15%	-2%	-1%
> c1cc2c(cc1Oc1nc(N3CCOCC3)nc(N3CCOCC3)n1)OCO2
→ 6	6%	-26%	-9%	?	-2%	-10%	-1%	-2%	3%
> Cn1cccc1-c1nc2ccc(NC(=O)c3ccccc3)cc2[nH]1
→ -7	-9%	13%	0%	22%	2%	-6%	5%	-3%	-6%
> CCCCCCCCCCOC(=O)C[N+](C)(C)C/C=C(/C)Cl
→ -3	-23%	-28%	6%	-2%	0%[46.1 µM]	.	-6%	-9%	-5%
> CCOC(=O)CC(NC(=O)CCS(=O)(=O)c1ccc2c(c1)n(C)c(=O)c(=O)n2C)c1ccc(C)cc1 (stereo not drawn)
→ 5	2%	?	4%	.	-8%	-3%	-2%	-3%	-1%
> CC(C)CCNC(=O)C1(c2cccs2)CCOCC1
→ -1	6%	-17%	-3%	-3%	8%	-2%	-1%	4%	1%
> CCN(Cc1ccccc1)Cc1ccc(OCc2ccccc2)cc1
→ -13	-10%	-13%	32%	-15%	.	-10%	24%	1%	2%
> O=C(Nc1cccc(O)c1)c1ccc(S(=O)(=O)N2CCCCCC2)cc1
→ 1	0%	24%	13%	29%	-3%	5%	0%	2%	-1%
> O=C(NC1CCCCCC1)C1CCC(=O)N(Cc2ccccc2F)C1 (stereo not drawn)
→ 36	4%	8%	3%	-1%	1%	-10%	?	0%	4%
> CCC(=O)c1ccc(OCC(=O)OCC(=O)Nc2ccc(C)c(S(=O)(=O)N3CCCCC3)c2)cc1
→ -6	-2%	-6%	3%	.	.	.	.	1%	-15%
> O=C1CCCc2cc3c(cc21)CC1(C3)Cc2cc3c(cc2C1)C(=O)CCC3
→ -45	-7%	-19%	0%	?	-1%	-4%	7%	-2%	-16%
> COc1cc(OC)cc(C(=O)N2CCCc3ccccc32)c1
→ 11	2%	-15%	-1%	-1%	3%	3%	-4%	-8%	4%
> CC1(C)CC(=O)C2=C(C1)OC(N)=C(C#N)C2c1cn(-c2ccccc2)nc1-c1ccccc1 (stereo not drawn)
→ 3	0%	23%	9%	-4%	-2%[46.1 µM]	.	6%	-2%	-9%
> CCCCN(CC)C(=O)Cc1cn(C)c2ccccc12
→ 0	0%	-13%	.	-15%	-6%	-9%	2%	-8%	-1%
> O=C(NC1CC1)C1CCN(c2ncnc3c2sc2cccc(F)c23)CC1
→ -3	-3%	9%	3%	-11%	5%	-3%	9%	-5%	8%
> CCOC(=O)N1CCN(Cc2nc3ccc([N+](=O)[O-])cc3c(=O)n2-c2ccccc2F)CC1
→ 13	-2%	3%	9%	-4%	3%	?	34%[activator]	2%	-15%
> COc1ccc(C(=O)N(CN2CCCC2=O)c2nccs2)cc1OC
→ 23	-4%	-16%	-6%	-21%	-23%	-9%	2%	-6%	-1%
> COc1ccccc1N1CCN(CC(=O)Nc2ccnn2C2CCCC2)CC1
→ 0	-5%	-17%	2%	.	6%	.	.	-3%	3%
> COCCCNC(=O)CN1C(=O)COc2ccc(S(=O)(=O)N3CC(C)CC(C)C3)cc21 (stereo not drawn)
→ -9	1%	7%	11%	.	1%	3%	-5%	-1%	1%
